Screens as filed in PubChem BioAssay.
Lipid storage S3 = qHTS Assay for Lipid Storage Modulators in Drosophila S3 Cells. Drosophila S3 cells, BODIPY lipid droplet fluorescence, 18-24 h; cells fed with added oleic acid. lipid storage change, negative = inhibition, % at the top dose, mostly 46.1 µM; hits show Potency in µM. 0.64% of 320,000 active; active = well fitted inhibition curve with a large enough effect in the signal ratio, with a control signal flat, not every such curve was filed as active; inconclusive = small, poorly fitted or top-dose-only effect, or effect the other way, or a change in a side signal; the % refers to the signal ratio
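Drosophila S3 cells loaded with oleic acid (400 uM, as added) and compounds at several concentrations; lipid droplets imaged by 488-nm laser-scanning cytometry, 500–530 nm intensity and object ratio to cell channel. Percent activity normalized to 20 uM Triacsin C.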
Lipid storage S3 cell count max = recorded beside Lipid storage S3, whose call it bears; cell number change, %; measured here: cell count max response;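 cells counted by Cell Tracker Red CMTPX staining in the red channel; peak over a dose series mostly up to 46.1 µM; percent activity relative to internal control wells on each plate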
The depositor's hits bear a star; i = inactive; ? = inconclusive; · = not tested or not shown; [ ] = remark or other dose. % is set by controls: 0 for no effect and ±100 for the full control effect; potency is the fitted concentration of half-maximal effect. Not all compounds are listed (hit frequency here may not be typical).

SMILES	Lipid storage S3	Lipid storage S3 cell count max
Cc1ccc2nc(-c3ccccn3)c(NC3CCCC3)n2c1	?	·
COc1cccc(C(C)NC(=O)Nc2ccccc2Cl)c1 (centres undefined)	?	·
COc1ccc(N2CCN(S(=O)(=O)c3c(C(=O)N4CCOCC4)c(C)n(C)c3C)CC2)cc1	19.0%	29.8
CC(C)C[C@H](NC(=O)c1nc[nH]c1C(=O)N1CCC(C)CC1)C(=O)OC(C)(C)C	2.9%	-0.1
CCOc1cc(-c2c(C#N)c(N)nc3c2CCCC3)ccc1O	20.9%	0.9
CCOC(=O)c1sc(NCC2CCCO2)nc1C (centres undefined)	?	·
COc1ccccc1CNC(=O)c1nn(-c2ccc(C)cc2)c(=O)c2c1c1ccccc1n2C	?	·
Cc1cc(Oc2ccc3ccccc3c2)nc(SCC(=O)c2ccccc2)n1	-15.7%	-13.2
Cc1ccc(NC(=O)CCc2ccc(S(=O)(=O)N3CCOCC3)cc2)c(C)c1	?	·
O=C(CSc1ncnc2c1cnn2CCc1ccccc1)Nc1ccc(F)cc1	-5.8%	·
CC1Sc2ccc(C(=O)Nc3ccc(S(=O)(=O)N(C)C)cc3)cc2NC1=O (centres undefined)	?	·
COC(=O)c1ccc(C(=S)N2CCOCC2)cc1	?	·
Nc1c(C(=O)NC2CC2)sc2nc3c(c(-c4ccco4)c12)CC/C3=C/c1ccco1	?	·
CC(NC(=S)N1CCOCC1)c1ccccc1 (centres undefined)	i	-9.1
CCC1=C2CC[C@H]3C(=O)N(c4ccccc4)C(=O)[C@H]3[C@H]2[C@@]2(C)C(=NCC(=O)OC)OC(=O)N2C1=O	-2.2%	0.6
CCOc1c2ccc(C(=O)NCc3ccc(OC(F)(F)F)cc3)cc2nn1CC	-10.6%	0.8
CC(NC(=O)c1cc2ccccc2oc1=O)c1ccccc1 (centres undefined)	-9.7%	-7.4
O=C(c1ccccc1F)N1CCN(C2CCC(c3ccccc3)CC2)CC1 (centres undefined)	?	·
O=c1oc(CCCO)cc2ccc(C#CC3(O)CCCCC3)cc12	?	·
O=C(O)Cn1c(=O)c2c3c(sc2n(Cc2ccccc2F)c1=O)CCCC3	?	·
CCOC(=O)[C@H]1[C@H]2COc3ccc(Cl)cc3[C@@H]2N2C(=O)c3cc(F)ccc3NC(=O)[C@@]12C	?	·
CCC(NC(=O)NCCCn1ccnc1)(C(F)(F)F)C(F)(F)F	?	·
CC(C)(C)c1ccc(C(=O)N2CCN(c3ncccn3)CC2)cc1	?	·
COc1ccc(Cl)cc1NC(=O)CCS(=O)(=O)c1cc2c(cc1C)NC(=O)CO2	?	·
CCOc1ncccc1C(=O)OCc1cccc([N+](=O)[O-])c1	?	·

Pulled by compound from the list above:
SMILES	Lipid storage S3	Lipid storage S3 cell count max
COc1ccc(N2CCN(S(=O)(=O)c3c(C(=O)N4CCOCC4)c(C)n(C)c3C)CC2)cc1	19.0%	29.8
CCC(NC(=O)NCCCn1ccnc1)(C(F)(F)F)C(F)(F)F	?	·

In another format: results already given
> CCOC(=O)c1sc(NCC2CCCO2)nc1C (centres undefined)
  Lipid storage S3: ?	Lipid storage S3 cell count max: ·

> COc1ccccc1CNC(=O)c1nn(-c2ccc(C)cc2)c(=O)c2c1c1ccccc1n2C
  Lipid storage S3: ?	Lipid storage S3 cell count max: ·

> Cc1cc(Oc2ccc3ccccc3c2)nc(SCC(=O)c2ccccc2)n1
  Lipid storage S3: -15.7%	Lipid storage S3 cell count max: -13.2

> Cc1ccc(NC(=O)CCc2ccc(S(=O)(=O)N3CCOCC3)cc2)c(C)c1
  Lipid storage S3: ?	Lipid storage S3 cell count max: ·

Following part:
SMILES	Lipid storage S3	Lipid storage S3 cell count max
O=C(CN1CCN(c2ccc(Cl)cc2)CC1)c1ccc2c(c1)OCO2	-5.5%	-5.1
COC(=O)C1(C)NC(c2cccs2)C2C(=O)N(c3ccccc3F)C(=O)C21 (centres undefined)	-0.8%	-12.1
CCC1CCCCN1Cc1ccc(OC)c(C)c1 (centres undefined)	2.7%	7.3
Cc1cccc(NC(=O)C2CCCN(C(=O)Nc3ccc(F)cc3)C2)c1 (centres undefined)	?	·
CC(=O)NS(=O)(=O)c1ccc(NC(=O)c2oc3c(Cl)cccc3c2C)cc1	-7.7%	5.9
CCC(=O)NNC(=S)NC(=O)c1ccc(C)cc1	?	·
COc1ccc(N2CCN(C(=O)CN(c3ccc(OC)cc3)S(=O)(=O)c3ccccc3)CC2)cc1	-1.5%	12.7
Cc1cccc(/N=C/c2c(O)cc(C)oc2=O)n1	?	·
OC1(c2ccc(Br)cc2)CCNCC1	?	·
O=C(NC1CC1)c1cc2cc(Br)ccc2s1	i	-6.7
Cc1ccnc(NC(=O)CCC(=O)N(CC(=O)NC(C)(C)C)Cc2ccc3c(c2)OCO3)c1	23.1µM*	-17.5*
CC1Cc2nc(SCC(=O)Nc3nccs3)n(C)c(=O)c2S1 (centres undefined)	8.6%	4.4
COc1ccccc1NC(=S)N(Cc1ccco1)Cc1cc2cc(C)c(C)cc2[nH]c1=O	?	·
CCCCC(C(=O)NC1CCCC1)N(C(=O)c1snc(C(N)=O)c1N)c1ccc(OCC)cc1 (centres undefined)	?	·
CC1CC(C)CN(C(=O)c2cc3ccccc3o2)C1 (centres undefined)	i	·
Cc1cccc(Cn2c(C)c(C)c3cc(C(=O)NCCN4CCOCC4)ccc32)c1	?	·
O=[N+]([O-])c1cccc(S(=O)(=O)Nc2ccc(-c3ccc(N4CCCC4)nn3)cc2)c1	?	·
COc1ccc(NC(=O)C2CCCN(S(=O)(=O)c3cccc4nonc34)C2)cc1 (centres undefined)	?	·
CCOC(=O)COn1c(=O)c(C)[n+]([O-])c2ccccc21	?	·
c1cc(-c2nnc3n2CCC3)[nH]n1	-0.4%	0.5
Cc1ccc(S(=O)(=O)N2CCCCC2)cc1C(=O)c1nccn1C	-8.0%	·
Cc1ccnc(NS(=O)(=O)c2ccc(NC(=O)COc3ccccc3)cc2)n1	?	·
CSCC[C@H](NC(=O)[C@@H]1Cc2c([nH]c3ccccc23)C2c3ccccc3C(=O)N21)C(=O)NCC1CCCO1 (some centres undefined)	18.1%	0.3
CCCCC[n+]1cccc2c3ccccc3ccc21	?	·
Cn1c(=O)c2c(O)c(Cc3ccccc3)c(=O)n(C)c2n(C)c1=O	?	·

Next results.
SMILES	Lipid storage S3	Lipid storage S3 cell count max
CCOC(=O)N1CCN(C(=O)c2ccc(N(Cc3ccc(Cl)cc3)S(C)(=O)=O)cc2)CC1	?	·
S=C1NCCNC(=S)NCCOCCOCCN1	-2.1%	11.1
Cc1ccccc1C(=O)N/N=C1/SCC(=O)N1Cc1ccccc1	-7.4%	16.3
COc1ccc(S(=O)(=O)Nc2ccc(Cc3ccncc3)cc2)cc1C	?	·
COc1ccc(NC(C)C(=O)N/N=C/c2ccccc2OCc2cccc(Br)c2)cc1 (centres undefined)	?	·
COc1ccc(S(=O)(=O)N(CC(=O)NC(C)C)Cc2ccccc2)cc1	?	·
CCn1c(=O)n(CC)c2cc(N3CCCC3)c(NC(=O)c3cc(Br)ccc3OC)cc21	?	·
COc1ccccc1C(C)NC(=O)c1cc(S(=O)(=O)N2CCCCC2)ccc1C (centres undefined)	?	·
COc1ccc(/C(C)=N/NC(=O)OC(C)(C)C)cc1[N+](=O)[O-]	-0.7%	18.1
O=C(CCc1nc2ccccc2[nH]1)Nc1ccccc1F	?	·
CCOc1ccc(CCNC(=O)COC(=O)COc2ccc(Cl)cc2)cc1OCC	-14.5%	-9.6
Cc1cc(C(=O)N(C)C2CCCCC2)no1	?	·
CC(C)Oc1cccc(C(=O)C2CCCN(Cc3cnn(C(C)C)c3)C2)c1 (centres undefined)	-5.2%	2.2
Cc1cc[n+](-c2[nH]c(=O)sc2/C=N/NC([S-])=Nc2ccccc2)cc1C	13.2%	9.9
Brc1ccc(-c2nc(-c3cccnc3)no2)o1	?	·
CC12CCC(=O)N1C(C(=O)Nc1cc(Cl)ccc1N1CCOCC1)CS2 (centres undefined)	-22.1%	2.3
CCCC1(C(=O)OC)NC(c2ccco2)C2C(=O)N(c3ccc(C)cc3)C(=O)C21 (centres undefined)	0.5%	3.9
CCOC(=O)c1ccc(N(C(=O)c2cnccn2)C(C(=O)NC2CCCCC2)c2cn(C)nc2C)cc1 (centres undefined)	-12.2%	·
CC(=O)N1CCc2cc(S(=O)(=O)CCC(=O)NCCc3ccc(C)cc3)ccc21	i	-13.7
Cc1ccc(C(=O)COC(=O)COc2ccccc2[N+](=O)[O-])s1	13.2%	18.7
CCOC(=O)C1CCN(S(=O)(=O)c2ccc(NC(=O)c3ccco3)cc2)CC1	-20.0%	-10.9
CCCCN(CCCNC(=O)CN1C(=O)COc2ccc(S(=O)(=O)N3CCC(C)CC3)cc21)Cc1ccccc1	-11.1%	-3.7
C=CCN(c1ccccc1)S(=O)(=O)c1cc2c(cc1C)NC(=O)CO2	?	·
COc1ccc(CNC(=O)C(OC(=O)c2ccco2)c2ccccc2F)cc1 (centres undefined)	-12.7%	11.1
CC(=O)c1ccc(-c2ccc(Cn3c(C)nc4cc(N)c(C)nc43)cc2)cc1	-2.7%	8.2

Laid out differently: entries from further up.
Value order – Lipid storage S3, Lipid storage S3 cell count max
CC1Sc2ccc(C(=O)Nc3ccc(S(=O)(=O)N(C)C)cc3)cc2NC1=O (centres undefined)
 : ?, ·
COC(=O)c1ccc(C(=S)N2CCOCC2)cc1
 : ?, ·

Additional entries follow:
SMILES	Lipid storage S3	Lipid storage S3 cell count max
CC1CCCCN1Cc1ccc(-c2nnn(CC(=O)NC3CCCCC3)n2)cc1 (centres undefined)	5.2%	1.5
COc1ccc(-n2nnnc2SCC(=O)NC2CC2)cc1	14.2%	-12.9
COc1ccccc1/C=N/NC(=S)NCc1ccco1	15.2%	4.8
O=C(COC(=O)c1ccccn1)Nc1ccc2c(c1)OCO2	-0.4%	10.8
Cc1nc(-c2ccc(Cl)cc2)sc1C1(C)CC(c2ccccc2F)=NO1 (centres undefined)	?	·
CCc1ccccc1N(CC(=O)O)S(C)(=O)=O	?	·
Cc1nc(-c2ccncc2)nc(NCCNc2ncccc2C(F)(F)F)c1Cl	?	·
O=C(CSc1nnc(SCc2ccccc2Cl)s1)N/N=C/c1ccc(C(=O)O)cc1	-0.4%	7.9
Cc1ccc2[nH]c3c(c2c1)CN(C(=O)CN1CCCc2ccccc21)CC3	?	·
N#CC1(NC(=O)Cn2cc(C(F)(F)F)ccc2=O)CCCC1	?	·
O=C(C1CC(=O)N(c2ccccc2)C1)N1CCN(c2ccccc2F)CC1 (centres undefined)	?	·
Cc1cn(C2CC(OC(=O)C(C)C)C(CO)O2)c(=O)[nH]c1=O (centres undefined)	?	·
COCCCNC(=O)CN(c1cccc(Cl)c1C)S(C)(=O)=O	3.5%	7.3
Cc1ccc(SCC(=O)NC(=O)Nc2ccc3c(c2)OCCO3)cc1C	?	·
COc1cc(-c2noc(C)c2C#Cc2nccn2C)cc(OC)c1OC	-18.9%	-18.9
COc1ccc(CNC(=O)C2CCCN2CCc2ccccc2)cc1OC (centres undefined)	?	·
Cc1ccc2nc(NCC(=O)O)nc(-c3ccccc3)c2c1	-1.3%	13.4
O=C(c1cc(COc2ccc(F)cc2F)on1)N1CC[C@@H]2CCCC[C@H]2C1	-10.9%	-9.9
NS(=O)(=O)c1ccc(NC(=O)CSc2nc(Nc3ccccc3)nc(N3CCOCC3)n2)cc1	?	·
Cc1c(CCOC(=O)C23CC4CC(CC(C4)C2)C3)sc[n+]1Cc1ccccc1	16.0%	16.8
Cc1nnc(NC(=O)CN2C(=O)c3ccccc3S2(=O)=O)s1	?	·
CC(C)(CCO)Nc1ncnc2onc(-c3ccc(F)cc3)c12	?	·
CN(C)c1ccc(/C=N/NC(=O)CNC(=O)/C=C/c2ccccc2)cc1	i	27.0
CC(NC(=O)Cn1cnc([N+](=O)[O-])n1)c1ccccc1 (centres undefined)	29.4%	13.8
CC(=O)c1ccccc1OCC(O)CN1CCN(C(c2ccccc2)c2ccccc2)CC1 (centres undefined)	?	·

Record cards, as listed above. Values in the order: Lipid storage S3 | Lipid storage S3 cell count max
`CC(C)(CCO)Nc1ncnc2onc(-c3ccc(F)cc3)c12` across the screens: ? | ·
`Cc1nc(-c2ccncc2)nc(NCCNc2ncccc2C(F)(F)F)c1Cl` across the screens: ? | ·
`N#CC1(NC(=O)Cn2cc(C(F)(F)F)ccc2=O)CCCC1` across the screens: ? | ·

Remaining list, next part.
SMILES	Lipid storage S3	Lipid storage S3 cell count max
Cc1ccc(Nc2nc(N)nc(CN3CCN(c4ccccc4)CC3)n2)cc1Cl	?	·
O=C(/C=C/c1ccc2c(c1)OCO2)NC1CCCC1	?	·
O=C(O)c1ccc(S(=O)(=O)c2ccc3c(c2)C(=O)N(NC(=O)c2ccc(O)cc2)C3=O)cc1	-2.9%[9.22 µM]	-14.1
CCCCc1ccc(N=N/C(C(=O)Nc2cc(OC)c(NC(C)=O)cc2OC)=C(/C)O)cc1	?	·
O=C(NC1CCCCC1)C(c1ccncc1)N(CC1CCCO1)C(=O)C(F)(F)F (centres undefined)	11.9%	9.2
O=S(=O)(NCc1ccncc1)c1ccc(S(=O)(=O)NCC2CCCO2)cc1 (centres undefined)	?	·
O=C(CCC1CC(=O)Nc2ccccc21)NCc1ccc(F)cc1 (centres undefined)	16.8%	-1.2
CCOC(=O)CNC(=O)CN1CCCN(S(=O)(=O)c2ccc(Br)s2)CC1	?	·
CCC(=O)N=c1sc2ccccc2n1-c1ccccc1	9.0%	11.7
Cc1cccc(-c2oc3ccc(-c4ccc5c(c4)OCO5)cc3c2C#Cc2cncn2C)c1	?	·
COc1cccc(-c2nnc(-c3ccc(C(F)(F)F)cc3)o2)c1OC	1.6%	-2.4
O=S(=O)(c1ccc2nc(COc3ccccc3)[nH]c2c1)N1CCOCC1	6.5%	-1.0
